HTT cytoprotect = Huntington cell model cytoprotection by ATP luminescence. PC12 HTT-Q103 induced, cytoprotection, ATP luminescence, 40 h. Potency, µM (top dose mostly 56.4 µM), without a hit: cytoprotection (ATP increase), hits mostly activators. actives 0.14% (n = 230,000). AID 1471;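 note: % of control where 0% means no effect; nearly all actives have a fitted effect of over 45% in size; toxic huntingtin expression switched on by the ecdysone agonist tebufenozide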
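PC12 cells stably carrying ecdysone-inducible Htt exon 1 (Q103)–GFP were induced with 100 nM tebufenozide (final) alongside library compounds in a dose series. Cytoprotection was scored as retained ATP by ATPlite luminescence.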
aGlu spleen mod = inhibitors or activators of human alpha-glucosidase in spleen homogenate; P10253; human spleen homogenate, 4-MU-alpha-glucoside fluorescence; Potency, µM (highest dose often 79.9 µM), inactives show at the top dose activity change, negative = inhibition, most hits filed as inhibitors; actives 0.006% (n = 240,000);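 note: 0% = enzyme with vehicle and -100% = no enzyme basal signal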
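Enzyme source: human spleen homogenate, 1 ug/well. Buffer 50 mM citric acid/K phosphate pH 5.0, 0.01% Tween-20. 4-MU-alpha-glucoside 1 mM; 37 C x 40 min; NaOH/glycine stop; fluorescence.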
Tau fluor cs = counter-screen for tau fibril formation inhibitors; tau K18 P301L Alexa594 fluorescence, heparin fibrillization; Potency, µM (series often up to 57.7 µM), without a hit: at the top dose activity change, negative = decrease; actives 0.93% (n = 280,000); AID 1463; note: % is set by controls: 0 for no effect and ±100 for the full control effect; nearly all actives have a fitted effect of over 55% in size
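Human K18 P301L tau (15 uM unlabeled plus 0.24 uM Alexa 594-labeled, final) in 100 mM sodium acetate pH 7 was mixed with compound and 20 uM heparin and incubated 6 hr at 37 C.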
GAA inh = alpha-glucosidase (human) inhibition; Potency, µM (doses to about 76.9 µM), inactives show at the top dose activity change, negative = inhibition, most hits filed as inhibitors; actives 0.005% (n = 200,000); purified human GAA, 4-MU-alpha-glucoside fluorescence; P10253;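 note: plate controls were uninhibited enzyme wells for no effect and no-enzyme background for full effect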
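Read-out is 4-methylumbelliferone fluorescence (Ex 365/Em 440 nm) after NaOH/glycine stop at pH 10. Enzyme 4 nM, substrate 400 uM, pH 5.0 citrate buffer, 20 min room temperature; AC50 from Hill-equation concentration-response.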
aGal spleen mod = alpha-galactosidase A (human) modulation; human spleen homogenate, 4MU-alpha-Gal fluorescence, 40 min; P06280; actives 0.008% (n = 240,000); Potency, µM (series often up to 80 µM), inactives show top-dose activity change, negative = inhibition, actives largely listed as inhibitors;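 note: 0% = enzyme with vehicle and -100% = no enzyme basal signal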
Target sequence (P06280 32-429 limits assumed): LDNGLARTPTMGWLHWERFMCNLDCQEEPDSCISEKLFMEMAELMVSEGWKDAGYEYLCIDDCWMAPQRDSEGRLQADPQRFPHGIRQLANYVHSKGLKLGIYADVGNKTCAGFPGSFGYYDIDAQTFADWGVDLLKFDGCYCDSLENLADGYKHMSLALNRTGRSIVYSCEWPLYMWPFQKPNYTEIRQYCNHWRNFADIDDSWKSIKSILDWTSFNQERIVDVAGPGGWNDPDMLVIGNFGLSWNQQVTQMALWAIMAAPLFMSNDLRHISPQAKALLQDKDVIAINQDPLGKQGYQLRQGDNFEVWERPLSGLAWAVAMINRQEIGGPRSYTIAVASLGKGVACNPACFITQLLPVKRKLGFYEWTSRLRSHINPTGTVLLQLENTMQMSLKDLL
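Inhibition or activation of alpha-galactosidase in human spleen homogenate is scored by 4-MU fluorescence after 40 min at 37C, pH 5.0, with 1 mM substrate. AC50s come from concentration-response fitted to the Hill equation.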
Tau fibril ThT = blocks human tau fibril formation measured by thioflavin T | P10636 | recombinant tau K18 P301L, heparin-induced fibrillization, ThT fluorescence | Potency, µM (top dose mostly 57.4 µM), for the others: at the top dose activity, negative = inhibition, most hits filed as inhibitors | actives 2.1% (n = 270,000); note: % is set by controls: 0 for no effect and ±100 for the full control effect; nearly all actives have a fitted effect of over 55% in size
Target sequence (P10636 561-689 P618L limits assumed): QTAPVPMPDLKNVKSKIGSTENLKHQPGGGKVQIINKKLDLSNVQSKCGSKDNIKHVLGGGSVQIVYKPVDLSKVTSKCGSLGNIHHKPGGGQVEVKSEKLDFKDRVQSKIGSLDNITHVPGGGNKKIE
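ThT emission at 510 nm, taken 1 hr after adding 30 uM dye, quantifies aggregates formed when 20 uM heparin acts on human tau K18 P301L for 6 hr at 37 C.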
GAA glycogen mod = GAA glycogen-cleavage inhibition or activation; actives 0.38% (n = 300,000); Potency, µM (doses to about 76.4 µM), inactives show at the highest dose activity change, negative = inhibition, most hits filed as inhibitors; recombinant GAA, glycogen substrate, Amplex Red glucose oxidase fluorescence; P10253;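 note: 0% = full enzyme reaction and -100% = no-enzyme basal signal; the screen sought inhibitors and activators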
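Recombinant human enzyme (4 nM); glycogen substrate; 37 C, 40 min, pH 5.0. Readout: coupled glucose oxidase/Amplex Red fluorescence.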
Tau fibril FP = blocks human tau fibril formation measured by polarization | Potency, µM (titrated, usually from 57.7 µM), inactives show top-dose activity, negative = inhibition, usual class: inhibitors | P10636 | AID 1468 | actives 0.39% (n = 280,000) | K18 P301L tau heparin fibrillization, Alexa594 FP, 6 h; note: % is set by controls: 0 for no effect and ±100 for the full control effect; nearly all actives have a fitted effect of over 55% in size
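Heparin (20 uM) drove fibril formation of recombinant tau K18 P301L, 15 uM unlabeled with 0.24 uM Alexa 594 label, for 6 hr at 37 C in 100 mM sodium acetate pH 7. Fluorescence polarization (555/632 nm) read 1 hr after 30 uM ThT.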
Active calls of the source: *; ? = inconclusive; nt = no result given; & = joins results of further samples; [ ] = remark or other dose. Calls come from the whole dose curve; as a rule, active = well fitted curve in the direction sought with a large enough effect; inconclusive = small, poorly fitted or top-dose-only effect, or another doubt; inactive = no such curve, though single readings can be large; an effect the other way counts as inactive or inconclusive. Potency is the fitted concentration of half-maximal effect.

Short forms – A = HTT cytoprotect; B = aGlu spleen mod; C = Tau fluor cs; D = GAA inh; E = aGal spleen mod; F = Tau fibril ThT; G = GAA glycogen mod; H = Tau fibril FP
Cc1ccc(N2C(=O)[C@@H]3C(c4cccnc4)=NO[C@@H]3C2=O)c(C)c1
  A = -15%[10 µM]	B = 2%	C = -17%	D = nt	E = -13%	F = -13%	G = 8%	H = 1%

CS(=O)(=O)N(CC(=O)N1CCN(c2ccccc2)CC1)c1ccc(Cl)c(C(F)(F)F)c1
  A = 22%	B = -2%	C = -29%	D = -13%	E = -1%	F = -21%	G = -1%	H = 7%

O=C1CCCN1Cc1ncnn1-c1ccccc1
  A = 5%[10 µM]	B = -2%	C = -1%	D = 2%	E = 0%	F = -1%	G = 2%	H = -5%

O=C(CCC1CCCCC1)NNC(=O)NC12CC3CC(CC(C3)C1)C2
  A = -9%	B = 7%	C = -11%	D = -1%	E = 18%	F = -17%	G = 2%	H = ?

CCCC(=O)N(CCc1ccccc1)Cc1nc2ccccc2c(=O)[nH]1
  A = -9%	B = 1%	C = -6%	D = -6%	E = 0%	F = -8%	G = 1%	H = 0%

CC(C)NC(=O)Cn1nnc(-c2cccc(NC(=O)c3ccccc3F)c2)n1
  A = -7%	B = -2%	C = -4%	D = 2%	E = 6%	F = -3%	G = -3%	H = 1%

Cc1ccc(O)c(NC(=O)C2CCCCC2)c1
  A = -15%[10 µM]	B = 0%	C = -13%	D = -7%[15.4 µM]	E = -4%	F = -15%	G = 9%	H = 12%

O=C(NCc1cccnc1)c1nn(-c2ccc(F)cc2)nc1CO
  A = nt	B = nt	C = -11%	D = nt	E = nt	F = -9%	G = 0%[76.3 µM]	H = -3%

N#Cc1ccc(C23CC4(C2)[C@H](CN(P(=O)(c2ccccc2)c2ccccc2)[C@@H]4c2ccccc2)C3c2ccc(Cl)nc2)cc1 (stereo partly specified)
  A = -44%[inhibitor]	B = -12%&-2%	C = 2%&7%	D = nt	E = 5%&-4%	F = -6%&-9%	G = -10%	H = 11%&-1%

N=c1n(CCCOc2ccccc2Cl)c2ccccc2n1CC(N)=O
  A = 3%[10 µM]	B = 1%	C = 4%	D = nt	E = 2%	F = -2%	G = 3%	H = -5%

FC(F)(F)c1cccc(NC(=S)NCc2ccccn2)c1
  A = 7%[10 µM]	B = 4%	C = -21%	D = 4%	E = 0%	F = -12%	G = -3%	H = -9%

CCOC(=O)C1CCCN(C(=O)/C=C/c2ccc([N+](=O)[O-])cc2)C1 (stereo unspecified)
  A = 28%[10 µM]	B = 2%	C = -9%	D = 7%	E = 5%	F = -16%	G = 19%	H = -1%

CCS(=O)(=O)c1nc(S(=O)(=O)c2ccc(C)cc2)c(NCc2ccc(Cl)cc2)s1
  A = nt	B = nt	C = -17%	D = nt	E = nt	F = 7%	G = 6%[76.3 µM]	H = -5%

Cc1cc(NS(=O)(=O)c2ccc(CC(C)C)cc2)no1
  A = -8%	B = 2%	C = -5%	D = -3%	E = 10%	F = -5%	G = -5%	H = 3%

CCN=C1SC(CC(=O)NC(N)=O)C(=O)N1CC (stereo unspecified)
  A = -14%	B = -3%	C = -8%	D = 5%	E = -1%	F = -15%	G = -6%	H = ?

C(=N\c1nc2ccccc2n1Cc1ccccc1)/c1cccs1
  A = 16%	B = -6%	C = -7%	D = -1%	E = -11%	F = -5%	G = -5%	H = -7%

CN(CCOc1ccccc1)C(=O)c1cc([N+](=O)[O-])cc([N+](=O)[O-])c1
  A = 11%[10 µM]	B = -17%	C = -15%	D = 11%	E = -12%	F = -8%	G = -10%	H = 7%

COc1ccc(-n2c(C)cc(C(=O)Cn3c(NCCO)nc4ccccc43)c2C)cc1
  A = -15%	B = -10%	C = -14%	D = 1%	E = -8%	F = -18%	G = -3%	H = 2%

CCOC(=O)c1sc(NC(=O)C(C)Sc2nc(-c3ccccc3)cc(C(F)(F)F)n2)c(C(=O)OC)c1C (stereo unspecified)
  A = nt	B = nt	C = -5%	D = nt	E = nt	F = -4%	G = -5%[76.3 µM]	H = -14%

c1ccc(N2CCN(Cc3cn4ccccc4n3)CC2)cc1
  A = 3%[10 µM]	B = -7%	C = -18%	D = ?	E = -17%	F = -10%	G = 19%	H = -14%

Compound profiles (already shown). Order of values: HTT cytoprotect | aGlu spleen mod | Tau fluor cs | GAA inh | aGal spleen mod | Tau fibril ThT | GAA glycogen mod | Tau fibril FP
Shown for CCOC(=O)c1sc(NC(=O)C(C)Sc2nc(-c3ccccc3)cc(C(F)(F)F)n2)c(C(=O)OC)c1C (stereo unspecified) → nt | nt | -5% | nt | nt | -4% | -5%[76.3 µM] | -14%
Shown for CCS(=O)(=O)c1nc(S(=O)(=O)c2ccc(C)cc2)c(NCc2ccc(Cl)cc2)s1 → nt | nt | -17% | nt | nt | 7% | 6%[76.3 µM] | -5%
Shown for COc1ccc(-n2c(C)cc(C(=O)Cn3c(NCCO)nc4ccccc43)c2C)cc1 → -15% | -10% | -14% | 1% | -8% | -18% | -3% | 2%
Shown for FC(F)(F)c1cccc(NC(=S)NCc2ccccn2)c1 → 7%[10 µM] | 4% | -21% | 4% | 0% | -12% | -3% | -9%

More structures
Short forms – A = HTT cytoprotect; B = aGlu spleen mod; C = Tau fluor cs; D = GAA inh; E = aGal spleen mod; F = Tau fibril ThT; G = GAA glycogen mod; H = Tau fibril FP
O=C(Cn1nc(-c2ccccc2)nc1-c1ccccc1)OC1CCCCC1
  A = -27%[10 µM]	B = -1%	C = -21%	D = -2%	E = 7%	F = -16%	G = -4%	H = -8%

O=C(CN1CCC(C(=O)c2cccc(Cl)c2)CC1)Nc1ccc(C(=O)O)cc1
  A = 3%[10 µM]	B = 2%	C = -8%	D = 5%	E = -5%	F = -9%	G = 9%	H = -3%

CC(=O)c1sc(NC(=O)c2ccc(F)cc2)nc1-c1ccccc1
  A = nt	B = 3%	C = -5%	D = -1%	E = -7%	F = -1%	G = 17%	H = -13%

O=C1N(Cc2cccc(Cl)c2)C[C@@H]2C[C@@H](c3cccn3-c3ccccn3)N3CCC[C@@]123
  A = -9%[10 µM]	B = -4%	C = 12%	D = 8%	E = 0%	F = 14%	G = 14%	H = -3%

CC(=O)c1ccc(NC(=O)CCc2c(C)nc3ncnn3c2C)cc1
  A = -2%[10 µM]	B = 12%	C = -4%	D = -4%	E = 8%	F = ?	G = 5%	H = -1%

COC(=O)C1OC2(OC1C(=O)OC)c1ccccc1-c1ccccc12 (stereo unspecified)
  A = 1%	B = 8%	C = -11%	D = -4%	E = 1%	F = ?	G = 7%	H = -6%

CCN(C(=O)Cn1c(=O)n(Cc2ccccc2)c(=O)c2ccccc21)c1cccc(C)c1
  A = 11%	B = -6%	C = -20%	D = 1%	E = -2%	F = ?	G = -6%	H = -9%

O=S(=O)(NCc1ccccc1)c1ccc(S(=O)(=O)NCC2CCCO2)cc1 (stereo unspecified)
  A = 21%[10 µM]	B = -4%	C = -9%	D = 6%	E = 4%	F = -3%	G = -1%	H = 1%

O=C1c2[nH]nc(-c3ccccc3O)c2C(c2ccccc2)N1Cc1ccco1 (stereo unspecified)
  A = 12%[0.074 µM]	B = -2%	C = ?	D = 4%	E = 0%	F = -15%	G = -1%	H = -7%

COc1ccc(-c2csc(NC(=O)c3ccccc3S(C)(=O)=O)n2)cc1
  A = -18%	B = -2%	C = 1%	D = -13%	E = -7%	F = 2%	G = 5%	H = 7%

Oc1ccc(-n2cccc2/C=N/n2cnnc2)cc1
  A = -6%[10 µM]	B = 9%	C = -9%	D = 3%	E = 5%	F = -11%	G = -7%	H = -1%

Cc1ccsc1C(=O)OCC(=O)N1CCN(C(=O)c2ccco2)CC1
  A = 25%[10 µM]	B = -2%	C = 2%	D = -2%	E = 9%	F = 1%	G = 1%	H = 2%

CCc1ccc(N2C(=O)C3ON(c4ccccc4)C(c4ccco4)C3C2=O)cc1 (stereo unspecified)
  A = -10%	B = -5%	C = -11%	D = 4%	E = -3%	F = -3%	G = 6%	H = 7%

Cc1cc(C)cc(OCC(=O)NC2=NCCS2)c1
  A = 4%	B = 2%	C = 2%	D = 0%	E = -2%	F = -7%	G = 5%	H = 1%

Cc1cc(C)cc(NC(=O)CCS(=O)(=O)c2cccc3nsnc23)c1
  A = nt	B = nt	C = -23%	D = nt	E = nt	F = -15%	G = 12%[76.3 µM]	H = ?

COCCn1c(=O)[nH]c2cc(C(=O)NCCN3CCN(c4cccc(Cl)c4)CC3)ccc2c1=O
  A = 21%[10 µM]	B = -9%	C = -23%	D = 14%	E = 2%	F = ?	G = -4%	H = 0%

CC(=O)CSc1nsc(SCC(C)=O)c1C#N
  A = 19%[10 µM]	B = 10%	C = -28%	D = -3%	E = 7%	F = 16µM*	G = -10%	H = ?

CSc1nc2sc3c(c2c2nnnn12)CCC3
  A = 15%	B = -2%	C = -6%	D = 3%	E = -2%	F = -8%	G = -7%	H = -1%

CCOC(=O)/C(C#N)=C\c1ccc(OCC(=O)Nc2ccc(C)cc2C)c(OC)c1
  A = -42%[inhibitor]	B = -1%	C = -6%	D = 8%	E = 16%	F = ?	G = 6%	H = -8%

CCN(CC)C(=O)Cn1c(=O)c2ccccc2n2c(=S)sc(-c3cccc(C)c3)c12
  A = -60%[inhibitor][10 µM]	B = -12%	C = -18%	D = -1%	E = 10%	F = ?	G = -4%	H = 6%

Nn1c(SCC(=O)Nc2cccc(F)c2)nnc1C1CCCCC1
  A = -5%	B = 6%	C = -3%	D = -11%	E = 2%	F = -6%	G = 3%	H = 2%

O=C(Nc1cccc(Cl)c1N1CCCCC1)c1ccc2c(c1)OCCO2
  A = 0%	B = -1%	C = -20%	D = 0%	E = -3%	F = -17%	G = 0%	H = -12%

N#CC(C(=O)C1CCCCC1)c1nc2ccccc2[nH]1 (stereo unspecified)
  A = -16%	B = -1%	C = -7%	D = -6%	E = 3%	F = -6%	G = -1%	H = 7%

CCOCCn1cnc2sc(C(=O)Nc3nc(C)c(C(=O)OCC)s3)c(C)c2c1=O
  A = -18%	B = -3%	C = 0%	D = 0%	E = 0%	F = -5%	G = 13%	H = -6%

Cc1cc(C)cc(-n2c(C)cc(C(=O)C(=O)Nc3ccccc3F)c2C)c1
  A = nt	B = nt	C = -7%	D = nt	E = nt	F = -6%	G = 4%[76.3 µM]	H = 4%
